GoLoco inh red: qHTS Assay for Inhibitors of RGS12 GoLoco Motif Activity (Red Fluorophore); Guanine nucleotide-binding protein G(i) subunit alpha-1 (Homo sapiens), P63096; Gai1:RGS12 GoLoco peptide FP, rhodamine, 10 min; Potency, µM (titrated, usually from 61.6 µM), inactives show at the highest dose activity, negative = inhibition, most hits filed as inhibitors; 0.44% of 230,000 active; AID 880, 2007; active = well fitted inhibition curve with a large enough effect, not every such curve was filed as active; inactive = no such curve, though single readings can be large or run the other way; note: nearly all actives have a fitted effect of over 30% in size; many of its hits are not listed in these tables
GAA inh: qHTS Assay for Inhibitors of Human alpha-Glucosidase as a Potential Chaperone Treatment of Pompe Disease; purified human GAA, 4-MU-alpha-glucoside fluorescence; Lysosomal alpha-glucosidase (Homo sapiens), P10253; Potency, µM (highest dose often 76.9 µM), for the others: at the top dose activity change, negative = inhibition, hits mostly inhibitors; AID 1466, 2008; 0.005% of 200,000 active;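 note: plate controls were uninhibited enzyme wells for no effect and no-enzyme background for full effect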
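Human enzyme at 4 nM with 400 uM 4-methylumbelliferyl-alpha-D-pyranoside, citrate/phosphate buffer pH 5.0, 0.005% Tween-20, 20 min at room temperature. Compounds up to 77 uM. 4-MU fluorescence (Ex 365/Em 440) read after NaOH/glycine stop; AC50 from Hill fit.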
TR SRC2 fluor cs: Total Fluorescence Counterscreen for Inhibitors of the Interaction of Thyroid Hormone Receptor and Steroid Receptor Coregulator 2; TRb/SRC2 Texas Red total fluorescence interference; Potency, µM (titrated, usually from 106 µM), without a hit: at the highest dose fluorescence change, negative = quenching; 0.29% of 280,000 active; active = well fitted curve in either direction with a large enough effect; inconclusive = small, poorly fitted or top-dose-only effect
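Human TRb ligand-binding domain at 0.6 uM with 20 nM Texas Red SRC2 peptide in Tris buffer containing 1 uM T3 and 5% DMSO, incubated with compound 5 h at ambient temperature. Total fluorescence (555/632 nm) calculated as parallel + 2 × perpendicular.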
aGlu spleen mod: qHTS Assay for Inhibitors and Activators of Human alpha-Glucosidase From Spleen Homogenate | Lysosomal alpha-glucosidase (Homo sapiens), P10253 | 0.006% of 240,000 active | human spleen homogenate, 4-MU-alpha-glucoside fluorescence | Potency, µM (series often up to 79.9 µM), for inactives: top-dose activity change, negative = inhibition, actives largely listed as inhibitors | AID 2112, 2009;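 note: 0% = enzyme with vehicle and -100% = no enzyme basal signal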
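Human spleen homogenate (1 ug) with 4-methylumbelliferyl-alpha-D-glucopyranoside (1 mM final) in 50 mM citrate/phosphate pH 5.0, 0.01% Tween-20; 40 min at 37 C. Stopped at pH 10; 4-MU fluorescence Ex 365/Em 440 nm; AC50 by Hill fit.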
GAA glycogen: qHTS Assay for Inhibitors and Activators of Human alpha-Glucosidase Cleavage of Glycogen | 0.38% of 300,000 active | recombinant GAA, glycogen substrate, Amplex Red glucose oxidase fluorescence | Potency, µM (top dose mostly 76.4 µM), for inactives: at the top dose activity change, negative = inhibition, hits mostly inhibitors;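 note: 0% = full enzyme reaction and -100% = no-enzyme basal signal; the screen sought inhibitors and activators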
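qHTS, 1536-well; enzyme 4 nM final; cpd up to 77 uM; substrate bovine liver glycogen 30 ug; 50 mM citrate/phosphate pH 5.0, 0.01% Tween-20; 37 C, 40 min; Amplex Red detection 45 min RT; Hill fit → AC50.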
L3MBTL1 block: qHTS Assay for the Inhibitors of L3MBTL1 | Lethal(3)malignant brain tumor-like protein 1 (Homo sapiens), Q9Y468 | AlphaScreen L3MBTL1–H3K9me1 peptide binding | Potency, µM (highest dose often 57.1 µM), for the others: at the highest dose activity, negative = inhibition, usual class: inhibitors | 0.66% of 230,000 active; note: nearly all actives have a fitted effect of over 60% in size
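L3MBTL1 50 nM + b-AHA-H3(1-15)K9me1 75 nM, 30 min RT; compound added, 30 min RT; streptavidin donor/Ni-chelate acceptor beads 10 ug/mL each final, 30 min RT dark; AlphaScreen read.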
RECQ1 helicase: qHTS Assay for Inhibitors of RecQ-Like Dna Helicase 1 (RECQ1); RECQ1 DNA unwinding, red fluorescence kinetic read; Potency, µM (series often up to 57.3 µM), inactives show at the top dose activity, negative = inhibition, most hits filed as inhibitors; 0.54% of 240,000 active;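 note: plate controls were vehicle for no effect and no enzyme for full effect; nearly all actives have a fitted effect of over 30% in size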
Target sequence (P46063 whole entry, looked up): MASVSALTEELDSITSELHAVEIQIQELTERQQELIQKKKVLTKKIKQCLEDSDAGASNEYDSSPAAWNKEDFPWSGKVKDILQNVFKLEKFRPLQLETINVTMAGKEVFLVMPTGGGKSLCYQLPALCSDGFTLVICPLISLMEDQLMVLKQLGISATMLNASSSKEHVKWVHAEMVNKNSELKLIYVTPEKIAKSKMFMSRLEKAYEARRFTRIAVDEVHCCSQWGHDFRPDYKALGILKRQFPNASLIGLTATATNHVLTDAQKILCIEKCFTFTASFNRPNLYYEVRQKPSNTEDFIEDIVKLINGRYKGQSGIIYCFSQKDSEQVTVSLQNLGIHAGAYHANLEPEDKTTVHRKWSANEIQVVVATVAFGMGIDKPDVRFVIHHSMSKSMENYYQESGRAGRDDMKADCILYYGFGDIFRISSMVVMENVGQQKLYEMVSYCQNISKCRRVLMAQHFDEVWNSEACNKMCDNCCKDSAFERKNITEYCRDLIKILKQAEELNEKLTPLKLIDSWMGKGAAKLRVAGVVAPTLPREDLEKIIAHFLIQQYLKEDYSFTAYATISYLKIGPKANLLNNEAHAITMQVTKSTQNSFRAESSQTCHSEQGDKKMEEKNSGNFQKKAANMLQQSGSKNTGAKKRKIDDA
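50 nM RECQ1T1 preincubated 15 min with compound in Tris pH 8.0 buffer with MgCl2, DTT, Tween-20 and 2.5 ug/ml poly(dI-dC); started with 200 nM TAMRA/BHQ-2 forked duplex and 2 mM ATP. Unwinding read as fluorescence (525/598 nm), two reads 2 h apart.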
TRb-SRC2 inh: qHTS for Inhibitors of the Interaction of Thyroid Hormone Receptor and Steroid Receptor Coregulator 2; Potency, µM (highest dose often 106 µM), without a hit: at the highest dose activity change, negative = inhibition, usual class: inhibitors; AID 1469, 2008; 0.065% of 280,000 active; TRbeta-SRC2 peptide binding, fluorescence polarization; receptor liganded with 1 µM T3; Thyroid hormone receptor beta (Homo sapiens), P10828;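 note: plate controls were bound peptide for no effect and peptide without receptor for full effect; nearly all actives have a fitted effect of over 50% in size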
Target sequence (P10828 whole entry, looked up): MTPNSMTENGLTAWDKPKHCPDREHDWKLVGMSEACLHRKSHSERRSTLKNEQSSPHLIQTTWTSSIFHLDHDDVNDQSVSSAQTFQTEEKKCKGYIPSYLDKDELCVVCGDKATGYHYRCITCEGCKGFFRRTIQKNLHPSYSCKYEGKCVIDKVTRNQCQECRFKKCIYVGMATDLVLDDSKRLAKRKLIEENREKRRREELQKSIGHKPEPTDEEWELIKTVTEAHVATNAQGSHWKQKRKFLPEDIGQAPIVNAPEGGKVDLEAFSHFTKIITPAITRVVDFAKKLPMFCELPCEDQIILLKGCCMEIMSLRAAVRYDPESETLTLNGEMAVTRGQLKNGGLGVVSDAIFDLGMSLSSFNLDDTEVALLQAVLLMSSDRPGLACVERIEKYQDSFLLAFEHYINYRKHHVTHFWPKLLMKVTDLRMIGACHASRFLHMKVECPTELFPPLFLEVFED
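Fluorescence polarization of 20 nM Texas Red SRC2 peptide with 0.6 uM human TRb ligand-binding domain, in Tris buffer with 1uM T3 and 5% DMSO. Incubated 5 hr ambient; normalized to unbound and bound controls.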
* marks the source's active call; other numbers are inactive results; i = inactive; ? = inconclusive; · = not tested or not shown; & = joins results of further samples; [ ] = dose if it differs, or a comment. Unless noted, calls come from the whole dose curve; as a rule, active = well fitted curve in the direction sought with a large enough effect; inconclusive = small, poorly fitted or top-dose-only effect, or another doubt; inactive = no such curve, though single readings can be large; an effect the other way counts as inactive or inconclusive. Unless noted, % is set by controls: 0 for no effect and ±100 for the full control effect; potency is the fitted concentration of half-maximal effect. An excerpt; count on the stated rates, not on these rows.

Order of results: GoLoco inh red	GAA inh	TR SRC2 fluor cs	aGlu spleen mod	GAA glycogen	L3MBTL1 block	RECQ1 helicase	TRb-SRC2 inh
(1) O=C(N/N=C/c1ccco1)c1ccccc1OCc1ccc(Br)cc1
→ 5%	-5%	-1%	-5%	4%	-14%	-7%	6%
(2) CCCn1c(N)c(C(=O)CSc2nc3ccccc3n2CCC#N)c(=O)n(C)c1=O
→ 25%	-1%	1%	1%	-5%	3%	i	-5%
(3) Cc1ccccc1C(=O)N/N=C/c1ccccn1
→ 9%	3%	-1%	1%	1%	28%	1%	-3%
(4) O=C(CN1CCOCC1)NNc1nc(-c2ccccc2)c2cc(Br)ccc2n1
→ 1%	-5%	-2%	-2%	?	·	-10%	-9%
(5) CCCCNC(=O)N1CCN(C(=O)C2CCCO2)CC1 (stereo not drawn)
→ 8%	-3%	-4%	4%	-9%	3%	-9%	-5%
(6) CCOC(=O)c1ccc(Nc2sc(C(=O)c3cccc([N+](=O)[O-])c3)c(N)c2C#N)cc1
→ 7%	1%	-2%	-11%	3%	-4%	-7%	-1%
(7) COc1ccc(CC(=O)Nc2nc(C)cs2)cc1OC
→ 2%	1%	-1%	-9%	15%	12%	8%	0%
(8) Cc1cc(C)c(NC(=O)C2=CCN(S(=O)(=O)c3ccc(F)cc3)CC2)c(C)c1
→ -6%	-5%	-1%	7%	0%	1%	0%	-1%
(9) NC1=NC[C@H](Cc2ccccc2)N1CCc1cc(C(F)(F)F)cc(C(F)(F)F)c1
→ 3%	·	-2%	1%	9%	·	i	6%
(10) Cc1nc(SC2CC(=O)N(c3cc(Cl)cc(Cl)c3)C2=O)nc2c1CCCC2 (stereo not drawn)
→ 15%	-8%	2%	2%	-19%	·	i	4%
(11) CCCCc1nccn1CCn1ccnc1CCCC
→ -2%	-2%	0%	-7%	4%	2%	13%	-4%
(12) CCc1ccc(C(O)(c2ccccc2OC)C(CN2CCOCC2)c2ccccc2)cc1 (stereo not drawn)
→ -20%	-3%	0%	5%	-6%	·	-1%	-4%
(13) C/C(CCC(=O)OC[C@@H]1O[C@H](C#Cc2ccccc2)C=C[C@@H]1Oc1ccc(C)cc1)=N/O[C@@H](C)c1cn([C@H]2COC[C@H]2O)nn1
→ ·	·	1%[11.2 µM]	4%[17.4 µM]	·	·	-4%[11.5 µM]	-1%[11.2 µM]
(14) CCOc1ccc(/C=N/NC(=O)C(=O)NCc2ccco2)cc1
→ ·	0%	-1%	-8%	-6%	-9%	-10%	0%
(15) O=C(O)c1ccccc1C(=O)Nc1ccccc1[N+](=O)[O-]
→ -3%	·	-2%	-2%	-5%	7%	0%	3%
(16) CCN(CC)S(=O)(=O)c1ccc(OC)c(NC(=O)c2ccc([N+](=O)[O-])cc2)c1
→ 2%	1%	-4%	2%	-1%	·	i	3%
(17) COc1ccc(C(=O)Nc2ccc(S(=O)(=O)Nc3ncccn3)cc2)cc1OC
→ 36%[activator]	2%	-1%[53 µM]	2%	-2%	4%	i	5%[53 µM]
(18) CCS(=O)(=O)NCc1ccc2c(c1)cc(C)n2C
→ 5%	0%	-2%	-2%	-2%	-5%	-4%	-7%
(19) CCCC(=O)Nc1nnc(S(=O)(=O)N2CCCCCC2)s1
→ ·	·	-3%	·	-6%&-6%[76.3 µM]	4%	·	-12%
(20) CC(=O)Cn1cnc2c(sc3nc(C)cc(C)c32)c1=O
→ -3%	·	0%	12%	-5%	-2%	-3%	-2%
(21) CC(C)N(C(=O)COC(=O)CNC(=O)c1ccc(Br)cc1)c1ccccc1
→ 3%	-8%	0%	1%	-1%	12%	-11%	4%
(22) CSCCC(NC(=O)c1ccco1)C(=O)O (stereo not drawn)
→ 10%	1%	0%	-2%	3%	-9%[11.4 µM]	-5%	5%
(23) Cn1c(C(=O)Nc2ccc3c(c2)OCCO3)cc2c(=O)n(C)c3ccccc3c21
→ 9%	-1%	-2%	-4%	-3%	·	-7%	1%
(24) Cc1ccc(NC(=O)CN2CCCCCC2)c(Br)c1
→ 3%	0%	0%	-3%	2%	9%	i	-2%
(25) CCOC(=O)c1c(NC(=O)Cn2nnc(-c3ccc(Cl)cc3)n2)sc(C)c1C
→ 9%	-7%	0%	2%	-9%	-2%	0%	-9%
(26) CC(=O)OCCCn1c(C)[n+](C)c2cc(Cl)c(Cl)cc21
→ 8%	?	1%	0%	4%	-1%	-8%	0%
(27) CC1CCN(S(=O)(=O)c2cn(C)c(=O)n(C)c2=O)CC1
→ 4%	-1%	0%	1%	-4%	2%	i	3%
(28) Cn1c(SCC(=O)Nc2ccc3c(c2)OCO3)nnc1-c1cnccn1
→ 8%	-7%	-5%	-6%	3%	·	8%	2%
(29) CCC(C)OC(=O)C1=C(C)O[C@]23OC(N)=C(C#N)[C@]12C(=O)c1ccccc13 (stereo partly drawn)
→ 63%[activator]	-11%	-6%	8%	?	-20%	0%	-4%
(30) COc1ccc(C(=O)C2CCN(C(=S)NCCc3ccc(OC)c(OC)c3)CC2)cc1
→ 16%	-2%	-2%[53 µM]	-5%	-13%	0%	i	-3%[53 µM]
(31) CCOC(=O)CCNCc1ccc(F)cc1
→ 1%	1%	-3%	9%	1%	3%	-2%	2%
(32) CCOC(=O)N1N=C(CC)CC1(O)C(F)(F)F (stereo not drawn)
→ 0%	0%	1%	-5%	-4%	10%[11.4 µM]	3%	10%
(33) COc1ccc(C(=O)N2CCc3cc(OC)c(OC)cc3C2c2cccc([N+](=O)[O-])c2)cc1OC (stereo not drawn)
→ -5%	1%	-1%	-3%	-4%	7%	-9%	-1%
(34) CC(=O)N1CCN(Cc2nc3cc(NS(C)(=O)=O)ccc3n2C)CC1
→ -4%	1%	-1%	9%	-4%	·	i	-1%
(35) CC(NC(=O)c1ccccc1)c1ccc(Br)cc1 (stereo not drawn)
→ 2%	-8%	1%	3%	3%	·	-1%	4%
(36) COC(=O)[C@@H](NC(=O)NCc1cccc(OC)c1)C(C)C
→ -7%	-6%	-3%	4%	0%	-6%	-5%	3%
(37) C=CCNC(=O)/C(C#N)=C/c1ccccc1Cl
→ 13%	-4%	-4%	5%	-10%	1%[11.4 µM]	i	1%
(38) CNC(=S)N/N=C1\CC(c2ccccc2)Oc2ccccc21 (stereo not drawn)
→ 5%	-1%	-8%	-4%	-20%	16%[11.4 µM]	15%	-5%
(39) CC(=O)Nc1ccc(NC(=O)CCCN2C(=O)c3ccccc3C2=O)cc1
→ 13%	-11%	1%	-1%	1%	-6%	22%	3%
(40) Cc1cccc(C(C)C)c1NC(=O)COC(=O)COc1ccc2c(C)cc(=O)oc2c1
→ 4%	3%	6%	-7%	15%	3%	-7%	-4%
(41) COc1cc(C(=O)Oc2ccccc2/C=N/NC(=O)c2ccc(C)cc2)cc(OC)c1OC
→ -14%	4%	-2%	-5%	9%	0%	2%	0%
(42) CC(=O)c1nnn(-c2cccc([N+](=O)[O-])c2)c1C
→ 2%	2%	0%	-17%	5%	·	6%	3%
(43) N=c1oc2ccccc2cc1-c1nc2ccccc2c(=O)[nH]1
→ 13%	-10%	-1%	-7%	5%	·	3%	-12%
(44) COc1ccc(NC(=O)CN2CCN(c3ccc(F)cc3)CC2)cc1Cl
→ 1%	-6%	-2%	-3%	-3%	?	-1%	-16%
(45) COC(=O)C(C(=O)OC)C1c2ccccc2C=C(C)N1C(=O)OC (stereo not drawn)
→ 3%[14.2 µM]	·	-3%[11.2 µM]	0%[17.4 µM]	·	·	i[11.5 µM]	-1%[11.2 µM]
(46) O=C(CSc1nnc(COc2ccccc2F)n1-c1ccccc1)NCc1ccco1
→ -22%	0%	1%	9%	12%	·	i	?

Looked up one by one from above:
Order of results: GoLoco inh red	GAA inh	TR SRC2 fluor cs	aGlu spleen mod	GAA glycogen	L3MBTL1 block	RECQ1 helicase	TRb-SRC2 inh
(32) CCOC(=O)N1N=C(CC)CC1(O)C(F)(F)F (stereo not drawn)
→ 0%	0%	1%	-5%	-4%	10%[11.4 µM]	3%	10%
(34) CC(=O)N1CCN(Cc2nc3cc(NS(C)(=O)=O)ccc3n2C)CC1
→ -4%	1%	-1%	9%	-4%	·	i	-1%
(35) CC(NC(=O)c1ccccc1)c1ccc(Br)cc1 (stereo not drawn)
→ 2%	-8%	1%	3%	3%	·	-1%	4%
(40) Cc1cccc(C(C)C)c1NC(=O)COC(=O)COc1ccc2c(C)cc(=O)oc2c1
→ 4%	3%	6%	-7%	15%	3%	-7%	-4%
(46) O=C(CSc1nnc(COc2ccccc2F)n1-c1ccccc1)NCc1ccco1
→ -22%	0%	1%	9%	12%	·	i	?

Given tab-delimited: part of the list above.
entry	molecule	GoLoco inh red	GAA inh	TR SRC2 fluor cs	aGlu spleen mod	GAA glycogen	L3MBTL1 block	RECQ1 helicase	TRb-SRC2 inh
20	CC(=O)Cn1cnc2c(sc3nc(C)cc(C)c32)c1=O	-3%	·	0%	12%	-5%	-2%	-3%	-2%
21	CC(C)N(C(=O)COC(=O)CNC(=O)c1ccc(Br)cc1)c1ccccc1	3%	-8%	0%	1%	-1%	12%	-11%	4%
22	CSCCC(NC(=O)c1ccco1)C(=O)O (stereo not drawn)	10%	1%	0%	-2%	3%	-9%[11.4 µM]	-5%	5%
23	Cn1c(C(=O)Nc2ccc3c(c2)OCCO3)cc2c(=O)n(C)c3ccccc3c21	9%	-1%	-2%	-4%	-3%	·	-7%	1%
